mcGAS MS inh – inhibitors of mouse cGAS. Q8C6L5. recombinant mouse cGAS, cGAMP by RapidFire MS. inhibition, % at 12.5 µM. 0.18% of 130,000 active. AID 1259397;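 active = inhibition of cGAS enzyme activity at or above 60%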;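 also: enzyme stimulated by 45 bp dsDNA with ATP and GTP substrates; cGAMP share of summed cGAMP plus half ATP and half GTP signals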
Target sequence (Q8C6L5 whole entry, looked up): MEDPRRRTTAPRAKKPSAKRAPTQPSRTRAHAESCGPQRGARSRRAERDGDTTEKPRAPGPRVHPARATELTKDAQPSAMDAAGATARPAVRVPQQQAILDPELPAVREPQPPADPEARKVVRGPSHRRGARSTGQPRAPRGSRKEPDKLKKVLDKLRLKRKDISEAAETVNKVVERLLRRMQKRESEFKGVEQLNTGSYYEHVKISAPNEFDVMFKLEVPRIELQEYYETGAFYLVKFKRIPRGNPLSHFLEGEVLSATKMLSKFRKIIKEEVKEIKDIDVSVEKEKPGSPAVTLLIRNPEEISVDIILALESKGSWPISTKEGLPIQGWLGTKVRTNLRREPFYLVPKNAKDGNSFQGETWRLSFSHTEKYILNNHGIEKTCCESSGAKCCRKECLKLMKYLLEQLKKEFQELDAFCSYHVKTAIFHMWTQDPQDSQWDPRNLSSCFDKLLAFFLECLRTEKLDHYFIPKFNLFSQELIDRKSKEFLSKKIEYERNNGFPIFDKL
* marks the source's active call; other numbers are inactive results; & = joins results of further samples.

molecule	mcGAS MS inh
CCc1nccc(CN2CCC(Cc3ccc(F)cc3)CC2)n1	-6
CC1(C(=O)Nc2ccc(Cl)c(Cl)c2)CCN1C(=O)CC1CCCC1 (centres undefined)	5
O=C(Cc1c[nH]c2ccccc12)NCc1cccnc1Oc1ccccc1	-17
CC(NC(=O)C(C)(C)C)C(=O)OCC(=O)N(C)Cc1cccs1 (centres undefined)	9
CC[C@H](CCC(C)[C@H]1CCC2C3CCC4C[C@@H](O)CC[C@]4(C)C3CC[C@@]21C)C(C)C (some centres undefined)	-9
COc1ccc(Cl)cc1CN1C(=O)C(C)Oc2ccc(C#N)cc21 (centres undefined)	-2
Cc1cc(OC(C)C)nc(-c2ccccc2O)n1	-9
CCC(=O)OCN1C(=O)C=CC1=O	-9
N#Cc1ccc(NN2C(=O)c3cc(Cl)c(Cl)cc3C2=O)c([N+](=O)[O-])c1	-6
CCOc1ccc(S(=O)(=O)NCc2ccc3c(c2)OCO3)cc1	8
O=S(=O)(NCc1nc(-c2ccc(F)cc2)n[nH]1)N1CCCC1	-7
CCOc1ccccc1/C=N\NC(=O)CSc1nnc(-c2ccccc2)n1-c1ccccc1	-12
O=C(COc1ccccc1)OCc1cc(-c2ccc3c(c2)OCO3)on1	-7
O=C(c1ccc(CSc2ncccn2)o1)N(C1CCOCC1)C1CC1	-10
O=C(c1ccc2ncsc2c1)N(CCN1CCOCC1)c1nc2ccc(Cl)cc2s1	1
Cc1cccc(OCC(=O)N=Nc2c(O)n(C)c3ccccc23)c1	-3
O=C(NC(Cc1cc(=O)[nH]c2ccccc12)C(=O)O)c1ccc(Cl)cc1 (centres undefined)	-12
COc1ccc2nc(N(Cc3ccccn3)C(=O)c3cc(C)nn3C)sc2c1	-6
O=C(c1ncn[nH]1)N1CCN(c2nccc(CCC(F)(F)F)n2)CC1	0
Cc1cc(C)cc(NC(=O)CCc2ccc3c(c2)OCO3)c1	-12
C=CC(=O)NC(=O)NC12CC3CC(CC(C3)C1)C2	11
CN(C)C(=O)c1cc2cc(NS(=O)(=O)NCc3ccccc3)ccc2s1	-7
COc1ccc(-n2c(CN3CCOCC3C)nc3ccccc32)cc1 (centres undefined)	-4
COc1ccc(-c2nc(-c3ccccc3)c(-c3ccccc3)n2CC(=O)N2CCCC(O)C2)cc1 (centres undefined)	-11
CC(C)=C1SC(N2CCN(c3cccc(C)c3)CC2)=NC1=O	-8
COc1cc(OC)cc(C(=O)NCC2CCCN(C(=O)CCc3cnccn3)C2)c1 (centres undefined)	-2
CN(C)c1ccc(N)cc1CN(Cc1ccco1)C(=O)c1ccco1	-2
CC(C)(C)n1ncc2c(=O)n(NC(=O)Cc3cccc4ccccc34)cnc21	0
N#Cc1cccc(CSCC(=O)NCC(F)(F)F)c1	-23
COCCn1c(=O)c2c(nc3n(-c4ccc(OC)c(Cl)c4)c(C)cn23)n(C)c1=O	-10
CCO/N=C1\CC(c2ccccc2)Cc2onc(C)c21 (centres undefined)	-8
N#Cc1ccc(/C=C2\CS(=O)(=O)c3c(F)cccc3C2=O)cc1	63*
COC(=O)[C@@H]1C[C@H](NC(=O)c2cccc3c2OCCO3)CN1C	-37
Cc1sc2ncnc(OCC(=O)N3CCCC3)c2c1C	-9
CC1(C)C(C#N)=C(SCC(N)=O)NC(=O)C1C#N (centres undefined)	13
CC(C)S(=O)(=O)c1ccccc1NC(=O)N1CCC2(CCC2)C1	-9
Cc1ccc(-c2nnc(C(C)N3CCN(c4ncccn4)CC3)o2)cc1 (centres undefined)	-2
CNC(=O)C1Cc2ccccc2CN1Cn1nc(-c2ccco2)n(C)c1=S (centres undefined)	-8
CCS(=O)(=O)N1CCC2(CCCN(CCc3ccccc3)C2)C1 (centres undefined)	-19
O=C(Cc1ccc(Br)cc1)NC1CCCC1	-6
CC(C)OCCS(=O)(=O)NC(C)(C)c1cccs1	-6
CN(Cc1ccc2nonc2c1)C(=O)CN1CCOc2ccccc2C1	-10
CCOC(=O)COc1cc2occ(-c3nnc(-c4ccccc4)s3)c(=O)c2cc1CC	-6
c1ccc(CNCc2c(-c3ccccc3)noc2N2CCCCC2)cc1	-3
O=[N+]([O-])c1ccc(NN=C2CC3CC=CC23)c([N+](=O)[O-])c1 (centres undefined)	-10
CN(C(=O)C1CC(=O)N(Cc2cccc(C(F)(F)F)c2)C1)C1CCc2ccccc21 (centres undefined)	-5
CC(=O)NC(CC(=O)N1CCc2sccc2C1)c1ccc(Cl)cc1 (centres undefined)	-4
CN1CCC(NC(=O)NCC2CCN(c3ccc(Br)cc3)C2)C1 (centres undefined)	-35
NC(=S)NN=Cc1ccc(-c2nc3ccccc3s2)o1	0
CCOCCn1nc(C)cc1C(=O)N1CCOC(C(F)(F)F)C1 (centres undefined)	-10
O=C1COCc2ccc(-c3cccnc3)cc2N1CCN1CCOCC1	-8
Cc1oc(-c2ccsc2)nc1CC(=O)N(C)C(C)c1ccncc1 (centres undefined)	-3
Cc1ccc(-c2noc(CC#N)n2)cc1	10
CC(C)NC(=O)C(C)N1CCN(c2cccc(Cl)c2)CC1 (centres undefined)	-7
CC12COC3(C(N)=O)CC1CCC32C (centres undefined)	-7
Cc1ccccc1-c1cnc(C(O)c2ccc(Cl)cc2C)[nH]1 (centres undefined)	-9

(next part)
molecule	mcGAS MS inh
Cc1ccccc1-n1c(C)cc(C(=O)N2CCOC(C(N)=O)C2)c1C (centres undefined)	-5
CS(=O)(=O)NCCc1ccc(S(N)(=O)=O)cc1	-6
NC(=O)c1cccc(CS(=O)(=O)Cc2ccccc2)c1	5
Cc1cccn2c(=O)c3cc(C(=O)NC4CCS(=O)(=O)C4)sc3nc12 (centres undefined)	-10&-5
CC1C(=O)N(C)CCN1C(=O)COCc1ccccc1 (centres undefined)	-17
Cc1ncsc1CCC(=O)N1CCN2CCNC(=O)C2C1 (centres undefined)	0
COc1ccc2[nH]c(C(=O)N3CC(c4cccnc4)C3)c(C)c2c1	-9
CCC1CCc2sc(-c3n[nH]c(=S)n3C)cc2C1 (centres undefined)	18

Seven compounds drawn at random from those above:
molecule	mcGAS MS inh
Cc1cccn2c(=O)c3cc(C(=O)NC4CCS(=O)(=O)C4)sc3nc12 (centres undefined)	-10&-5
CC1C(=O)N(C)CCN1C(=O)COCc1ccccc1 (centres undefined)	-17
CCC1CCc2sc(-c3n[nH]c(=S)n3C)cc2C1 (centres undefined)	18
COc1ccc2[nH]c(C(=O)N3CC(c4cccnc4)C3)c(C)c2c1	-9
Cc1ccccc1-n1c(C)cc(C(=O)N2CCOC(C(N)=O)C2)c1C (centres undefined)	-5
NC(=O)c1cccc(CS(=O)(=O)Cc2ccccc2)c1	5
Cc1ncsc1CCC(=O)N1CCN2CCNC(=O)C2C1 (centres undefined)	0

Going on with the list:
molecule	mcGAS MS inh
COc1ccc(NC(C)C2CC2)cc1 (centres undefined)	-7
CC1(C)Cc2c(sc(NC(=O)C(C)(C)C)c2C#N)C(C)(C)N1	-15
O=S(=O)(c1ccccc1)N1CCN(c2nc3ccccc3o2)CC1	-31
N#Cc1cccc(CN2CCN3C(C(N)=O)=COC3=NC2=O)c1	-8
CCn1ccc(C(=O)N2CCC(O)(CN(C)C)C2)cc1=O (centres undefined)	-23
CCOc1ccccc1C(=O)NS(=O)(=O)c1ccc(C#N)cc1	4
COC(=O)[C@@H](NC(=O)c1ccccc1OC1CCN(S(C)(=O)=O)CC1)C(C)C	-4
OC1CCC(Nc2cncc(Br)c2)CC1 (centres undefined)	-3
O=C1NC(=O)C2(CCC(C(=O)N(Cc3ccc(F)cc3)C3CC3)CC2)N1 (centres undefined)	-31
CCC(C)N1CC23C=CC(O2)C(C(=O)OC(C)C)C3C1=O (centres undefined)	9
Cc1cc(C(=O)NN=C2CCCCCCCCCCC2)c(C)o1	-6
NC(=O)C(=O)NCCC1CN(Cc2ccc3occc3c2)CCO1 (centres undefined)	-36
CN(Cc1ccccc1)Cc1nc2c([nH]1)c(=O)n(C)c(=O)n2C	-9
CCOC(=O)CCNC(=O)N1CCCC(C(=O)c2ccc(OC)cc2C)C1 (centres undefined)	-6
CCCCc1ncc(CN2CCCC(CNS(=O)(=O)c3ccc(OC)cc3)C2)[nH]1 (centres undefined)	-9
N#CC(=Cc1cccnc1)c1nc2c(s1)CCCC2	-9
O=S(=O)(c1ccc(N(CCCCO)C2CC2)cc1)C(F)(F)F	-7
CC(=O)N1CCCN(Cc2cc(F)cc(Br)c2)CC1	-7
CS(=O)(=O)c1ccc(Cl)c(NC(=O)C2=Cc3ccccc3OC2)c1	1
Cc1ccc2c(CN3CCN(C(=O)c4cccs4)CC3)cc(=O)oc2c1	-3
CN(c1cnn(-c2ccc(C(F)(F)F)cn2)c(=O)c1Cl)C1CCc2ccccc21 (centres undefined)	-12
Cc1nnc(C)n1NC(=O)Cc1ccc2c(c1)CCCC2	-9
COc1cccc(-c2nccn2C2CCCC2)c1OC(C)C(=O)O (centres undefined)	8
COc1cc(OC)c(NC(=O)NCCNc2cc(N3CCCC3)nc(C)n2)cc1Cl	2
Cc1nc(CN(C)Cc2cccn2S(=O)(=O)c2ccccc2)no1	-31
O=c1cc(N2CCCCC2)[nH]c(=O)n1C1CCCCC1	-4
Cc1ccc(C(CN2CCOCC2)NS(=O)(=O)c2cc(C)ccc2C)cc1 (centres undefined)	12
Cc1ccc(-c2cc(NC(=O)CC3CCCC3)n[nH]2)s1	0
Cc1cc(Nc2ccc3c(n2)C(=O)N(CC(=O)NCc2ccc(F)cc2)C3)n(C)n1	7
CC(C)CCC1(C)NC(=O)N(CC(=O)NC2CCS(=O)(=O)C2)C1=O (centres undefined)	18
CN(C)C1(CNC(=O)c2ccc(-n3cnnc3)cc2)CCSC1 (centres undefined)	-12
Cc1ccccc1N1CCn2c1nc1c2c(=O)n(CCCO)c(=O)n1C	0

3 compounds from above, ordered by their value in mcGAS MS inh, smallest number first.
molecule	mcGAS MS inh
CN(C)C1(CNC(=O)c2ccc(-n3cnnc3)cc2)CCSC1 (centres undefined)	-12
Cc1sc2ncnc(OCC(=O)N3CCCC3)c2c1C	-9
CC1(C)C(C#N)=C(SCC(N)=O)NC(=O)C1C#N (centres undefined)	13

Next section.
molecule	mcGAS MS inh
CSc1nc2nc3c(cn2n1)C(=O)CC(c1ccco1)C3 (centres undefined)	2
COc1ccc(NC(=O)C(C)SC2=Nc3ccccc3CS2)cc1OC (centres undefined)	6
CC(c1ccc(-c2ccc3nc[nH]c3c2)cc1)N1CCOCC1 (centres undefined)	-20
Cc1nc(C(NC(=O)COc2ccccc2C#N)c2ccccc2)n[nH]1 (centres undefined)	-1
CN(Cc1cc(C(C)(C)C)n[nH]1)C(=O)C1=NNC(=O)CC1	-2
CCc1c(C)nn(CC(=O)NCc2cnn3ccccc23)c1C	-31
Cc1ccc(C(=O)c2ccc(CC(=O)O)n2C)cc1	-8&0
Cc1cc2c(c(-c3ccccn3)c1)OC(CNC(=O)C1=CCCC1)C2 (centres undefined)	-8

Reprinted from the part before: 2 compounds, followed by the next part.
molecule	mcGAS MS inh
Cc1ccc(C(=O)c2ccc(CC(=O)O)n2C)cc1	-8&0
Cc1cc2c(c(-c3ccccn3)c1)OC(CNC(=O)C1=CCCC1)C2 (centres undefined)	-8
C=Cc1ccc(Cn2c(C)c(C(=O)NCc3ccc(C#N)cc3)sc2=O)cc1	-4
C=CCNCC(=O)N(Cc1ccc(F)cc1)Cc1cccs1	-8
O=C(NCC1CN(c2ccc3c(c2)OCO3)C(=O)O1)c1cccs1 (centres undefined)	-16
COc1cccc(C(=O)C2CCCN(C(=O)c3ccc(C#CC(C)(C)O)cc3)C2)c1 (centres undefined)	2
CCn1cnnc1CNC(=O)c1ccc(S(=O)(=O)N2CCOCC2)o1	0
CC(=O)N[C@@H](CC(C)C)C(=O)O	9
Cc1ccc(CCC(=O)Nc2ccc3c(c2)CN(C(=O)C2=NN(C)C(=O)CC2)CC3)cc1	-4&-4
O=C(c1ccco1)N1CCCC(OCc2cccc(C(F)(F)F)c2)C1 (centres undefined)	-6
COc1cccc(O)c1CN(Cc1ccsc1)CC1CCCO1 (centres undefined)	-4
COc1cc(CN2CCN(Cc3cccc4nonc34)CC2CCO)cc(OC)c1 (centres undefined)	-8
COc1ccccc1CN1C(=O)C(C)ON=C1c1ccccc1F (centres undefined)	3
Cc1nc2c(C(=O)N3CCc4[nH]nc(-c5cccc(F)c5)c4C3)cccc2[nH]1	-25
CC(C)NC(=O)NCCc1ncc(-c2ccccc2)[nH]1	-15
Cc1ccc(C)n1CCN(C(C)C)C(C)C	2
NC(COCc1ccccc1)c1csc(Nc2ccccn2)n1 (centres undefined)	-8
CCNC(=O)c1ccc(N2CCN(Cc3nccn3C(C)C)CC2)nc1	-7
O=S(=O)(NC1CCCCC1)c1cccc(C(F)(F)F)c1	-3
CCOC(=O)c1nn(Cc2ccccn2)c2c1CN(C(C)CC(F)(F)F)CC2 (centres undefined)	-11
Cc1ccc(C(=O)O)cc1Oc1nc(Cc2ccc(F)cc2)ns1	-5
CC1CC1C(=O)N1CCN(C(=O)C2SCCc3ccccc32)CC1 (centres undefined)	-2
COc1ncccc1CN1CCN(c2cncc(C(N)=O)n2)CC1	4
Cc1nc(-c2cccc(-c3n[nH]c(CCc4ccccc4)n3)c2)no1	-6
Cc1noc(C)c1S(=O)(=O)Nc1ccc2c(c1)OCCCO2	-2
CCOCCn1c(=NC(=O)c2ccc(SC)cc2)sc2cc(S(C)(=O)=O)ccc21	-6

Screening data as filed in PubChem BioAssay.

These rows are one share of the data; the hit share may differ from the screen's.
